# Source: PubChem
# PI5P4Ka inh: qHTS for Inhibitors of phosphatidylinositol 5-phosphate 4-kinase (PI5P4K). Phosphatidylinositol 5-phosphate 4-kinase type-2 alpha (Homo sapiens), P48426. PI5P4Kalpha enzyme, ADP-Glo luminescence, 60 min; stronger effect = lower value. max response, %. 330,000 compounds, 1.2% hits. AID 652105, 2013; active = max response of -50% or lower; inconclusive = between -30% and -50%; inactive = -30% or higher; also: value at the top dose of about 77 µM; % is scaled to controls: 0 for no effect and ±100 for the full control effect
#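 Compounds were pin-transferred onto PI5P4Kalpha and substrate in HEPES pH 7.4 buffer with EGTA, CHAPS and 5% DMSO. ATP (5 microM final) started the reaction, which ran 60 minutes at room temperature before ADP-Glo detection.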
# HEK293 tox: qHTS of GLP-1 Receptor Inverse Agonists: Cytotox Screen. HEK293 cAMP-luciferase reporter cells, luminescence, 24 h. Potency, µM (top dose mostly 38.3 µM), for the others: at the top dose activity change, negative = inhibition, usual class: inhibitors. 410,000 compounds, 0.13% hits;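 also: loss of luciferase light is scored as toxicity; potency is read from the fitted curve at half-maximal effect; % is scaled to controls: 0 for no effect and ±100 for the full control effect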
#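 Here, cytotoxicity is scored as loss of luminescence. The MLSMR collection was tested on cells seeded in medium containing 10% Nu serum, with a 24 hr compound exposure preceded by 12 hours of culture.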
# D3 antag: qHTS of D3 Dopamine Receptor Antagonist: qHTS | D(3) dopamine receptor (Homo sapiens), P35462 | D3R cells, DiscoveRx beta-arrestin luminescence, antagonist mode; stronger effect = lower value | max response, negative = inhibition, % | 360,000 compounds, 2.5% hits; in the data active = max response below about -50%; inconclusive = no clear call, values can overlap the other calls; also: % is scaled to controls: 0 for no effect and ±100 for the full control effect; mostly tested at two doses, the higher about 12 µM
# Target sequence (P35462 whole entry, looked up): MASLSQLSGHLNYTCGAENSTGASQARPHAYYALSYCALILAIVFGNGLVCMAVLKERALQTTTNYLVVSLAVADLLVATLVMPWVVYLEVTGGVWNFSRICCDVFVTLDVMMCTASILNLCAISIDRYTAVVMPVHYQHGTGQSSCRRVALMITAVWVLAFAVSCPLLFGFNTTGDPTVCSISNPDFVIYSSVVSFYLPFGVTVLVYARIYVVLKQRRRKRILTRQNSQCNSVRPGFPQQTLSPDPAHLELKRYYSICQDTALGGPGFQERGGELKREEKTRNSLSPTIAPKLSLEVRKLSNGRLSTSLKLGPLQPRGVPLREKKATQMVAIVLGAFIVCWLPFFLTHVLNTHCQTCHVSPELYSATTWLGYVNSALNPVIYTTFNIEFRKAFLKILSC
#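 Cells expressing the human receptor were seeded at 1500 cells/well, incubated overnight at 37 degrees C in 5% CO2, then exposed to library compounds with dopamine controls for 90 minutes at 37 degrees C before luminescent detection.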
# IL-2 act: qHTS of IL-2 Activators | IL-2 activation reporter assay, cell-based qHTS; stimulated with anti-CD3/CD4/CD28 beads; in transgenic mouse T cells | activation, % (series mostly up to about 46 µM) | 360,000 compounds, 0.065% hits; in the data active = activation above about 50%; inconclusive = mostly about 30% to 49%; also: 0% is about no effect
#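 Quantitative HTS in unstimulated transgenic mouse T cells, with memory T cells as non-tolerant control and PMA/ionomycin as tolerance-bypass control. Compound pretreatment lasted 60 minutes before 18 h bead stimulation; EGFP/DsRed fluorescence read.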
# GLP-1R agonist: qHTS of GLP-1 Receptor Agonists; 380,000 compounds, 0.007% hits; AID 624172, 2012; HEK293 GLP-1R CRE-luciferase, luminescence, 4-6 h; cells express a hypersensitive GLP-1R form; Glucagon-like peptide 1 receptor (Homo sapiens), P43220; Potency, µM (titrated, usually from 45.6 µM), for the others: top-dose activation, usual class: activators; also: potency is read from the fitted curve at half-maximal effect; % of control where 0% means no effect
# PLK1 PBD block: qHTS for Inhibitors of PLK1-PDB (polo-like kinase 1 - polo-box domain): Primary Screen | Serine/threonine-protein kinase PLK1 (Homo sapiens), P53350 | 360,000 compounds, 2.8% hits | AID 720504, 2013 | Plk1 PBD binding of FITC phosphopeptide, fluorescence polarization | Potency, µM, for the others: max response, negative = inhibition, most hits filed as inhibitors; also: potency is read from the fitted curve at half-maximal effect; series mostly up to about 57 µM; % is scaled to controls: 0 for no effect and ±100 for the full control effect; nearly all actives have a fitted effect of over 65% in size
# Target sequence (P53350 whole entry, looked up, the tested form may be a part): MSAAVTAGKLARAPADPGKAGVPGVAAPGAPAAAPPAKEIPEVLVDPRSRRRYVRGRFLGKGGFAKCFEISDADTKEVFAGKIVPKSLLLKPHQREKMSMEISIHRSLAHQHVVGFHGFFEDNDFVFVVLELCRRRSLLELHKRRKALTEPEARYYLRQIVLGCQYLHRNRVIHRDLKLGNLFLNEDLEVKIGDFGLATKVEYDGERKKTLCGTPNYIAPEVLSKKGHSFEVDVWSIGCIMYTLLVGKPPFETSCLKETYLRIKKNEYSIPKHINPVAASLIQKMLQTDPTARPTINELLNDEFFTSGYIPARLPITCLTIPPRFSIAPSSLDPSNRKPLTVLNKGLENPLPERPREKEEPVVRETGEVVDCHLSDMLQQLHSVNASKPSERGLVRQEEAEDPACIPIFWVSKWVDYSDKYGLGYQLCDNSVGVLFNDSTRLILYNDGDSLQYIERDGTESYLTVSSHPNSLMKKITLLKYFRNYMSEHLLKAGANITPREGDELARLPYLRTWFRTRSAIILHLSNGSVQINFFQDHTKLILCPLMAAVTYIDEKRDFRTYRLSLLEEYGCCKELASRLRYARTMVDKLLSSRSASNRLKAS
# GLP-1R inv ag: qHTS of GLP-1 Receptor Inverse Agonists (Inhibition Mode); Glucagon-like peptide 1 receptor (Homo sapiens), P43220; HEK293 GLP-1R CRE-luciferase, luminescence, 24 h; GLP-1R form is constitutively active; Potency, µM (series often up to 38.3 µM), for inactives: at the top dose activity change, negative = inhibition, actives largely listed as inhibitors; 410,000 compounds, 1.6% hits; AID 624417, 2012; also: potency is read from the fitted curve at half-maximal effect; % is scaled to controls: 0 for no effect and ±100 for the full control effect; nearly all actives have a fitted effect of over 55% in size
#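 Readout was luciferase luminescence, measured 12 min after detection reagent at room temperature. Beforehand, GLP-1R reporter HEK293 cells had sat 12 h, then received compounds for 24 hr at 37 deg C.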
# D3 ag: qHTS of D3 Dopamine Receptor Agonist: qHTS. D3R DiscoveRx beta-arrestin cells, luminescence, 90 min. max activation, %. 410,000 compounds, 0.58% hits; in the data active = max activation above about 30%; also: 0% is about no effect; mostly tested at two doses, the higher about 12 µM
#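 Cells at 1500/well, incubated overnight, then treated with pinned compounds (dopamine as control) for 90 min at 37 degrees C. DiscoveRx reagent added for 30 - 60 minutes at room temperature; luminescence read.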
# WRN helicase inh: qHTS for Inhibitors of WRN Helicase. Bifunctional 3'-5' exonuclease/ATP-dependent helicase WRN (Homo sapiens), Q14191. WRN helicase unwinding, fluorescent forked duplex, kinetic. Potency, µM (doses to about 114 µM), for the others: at the top dose activity change, negative = inhibition, usual class: inhibitors. 360,000 compounds, 0.46% hits; also: potency is read from the fitted curve at half-maximal effect; % is scaled to controls: 0 for no effect and ±100 for the full control effect; nearly all actives have a fitted effect of over 55% in size
#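 Kinetic fluorescence helicase assay: unwinding of a quenched forked DNA duplex (100 nM final) with 2 mM ATP final raises red fluorescence (525/598 nm). Compounds sat 15 min at room temperature with 20 nM WRN beforehand.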
# * hit, by the source's call; ? = inconclusive; nt = no result given; [ ] = remark or other dose. Unless noted, calls follow the shape of the dose curve; as a rule, active = well fitted curve in the direction sought with a large enough effect; inconclusive = small, poorly fitted or top-dose-only effect, or another doubt; inactive = no such curve, though single readings can be large; an effect the other way counts as inactive or inconclusive.
SMILES,PI5P4Ka inh,HEK293 tox,D3 antag,IL-2 act,GLP-1R agonist,PLK1 PBD block,GLP-1R inv ag,D3 ag,WRN helicase inh
Cc1ccc(SCC(=O)N(Cc2nc(-c3ccccc3)no2)C(C)C)cc1,2,12%,-18,-6.5,-1%,-22%,0%,-4,-21%
Cc1nnc(SCc2cc(=O)[nH]c(/N=C(\N)Nc3ccccc3)n2)s1,-6,-21%,-8,-1.2,12%,3%,-20%,8,0%
NC(=O)C1CCN(CC(=O)Nc2ccccc2Sc2ccccc2)CC1,-3,3%,-6,0.2,10%,-3%,7%,0,0%
CCOC(=O)C1=C(C)N(C)C(=O)NC1c1c(C)nn(-c2ccccc2)c1C (stereo not given),3,-5%,0,-0.4,-5%,-7%,8%,-8,-30%[57.1 µM]
Cc1ccc([N+](=O)[O-])cc1NC(=O)c1ccccc1,-8,-13%,3,-3.2,11%,2%,5%,-8,-7%
CCOC(=O)CNC(=O)c1ccc(SCC)cc1,1,4%,-9,2.0,6%,?,2%,-7,-31%
O=c1oc(-c2ccccc2)nc2sc3c(c12)CCCC3,nt,2%,-9,-1.4,0%,-5%,-11%,0,-7%
Cc1cccc(N/C(N)=N/c2nc(C(F)(F)F)cc(=O)[nH]2)c1C,-1,5%,33,-3.4,0%,-2%,22%,10,-16%
Cc1cc(C)cc(C(=O)Nc2cccnc2Cl)c1,1,-4%,28,1.3,5%,-1%,16%,2,-17%
COc1cc(C2=NOC(C(=O)NCc3ccc(F)cc3)C2)cc(OC)c1OC (stereo not given),nt,?,-13,-0.8,18%,-8%,0%,-2,-4%
Cc1cccc(Sc2c([N+](=O)[O-])ncn2C)n1,-5,-25%,-15,-2.8,-10%,-8%,0%,-10,-19%
CCCn1c(SCC(=O)N2CCN(CC)CC2)nc2c1c(=O)n(C)c(=O)n2C,1,-5%,-3,0.4,10%,-6%,10%,-8,4%

# Another view of four compounds above:
SMILES | PI5P4Ka inh | HEK293 tox | D3 antag | IL-2 act | GLP-1R agonist | PLK1 PBD block | GLP-1R inv ag | D3 ag | WRN helicase inh
NC(=O)C1CCN(CC(=O)Nc2ccccc2Sc2ccccc2)CC1 | -3 | 3% | -6 | 0.2 | 10% | -3% | 7% | 0 | 0%
CCOC(=O)CNC(=O)c1ccc(SCC)cc1 | 1 | 4% | -9 | 2.0 | 6% | ? | 2% | -7 | -31%
CCOC(=O)C1=C(C)N(C)C(=O)NC1c1c(C)nn(-c2ccccc2)c1C (stereo not given) | 3 | -5% | 0 | -0.4 | -5% | -7% | 8% | -8 | -30%[57.1 µM]
CCCn1c(SCC(=O)N2CCN(CC)CC2)nc2c1c(=O)n(C)c(=O)n2C | 1 | -5% | -3 | 0.4 | 10% | -6% | 10% | -8 | 4%

# Other records follow:
SMILES,PI5P4Ka inh,HEK293 tox,D3 antag,IL-2 act,GLP-1R agonist,PLK1 PBD block,GLP-1R inv ag,D3 ag,WRN helicase inh
CC1c2ccsc2CCN1C(=O)NC(=O)c1ccc(Cl)cc1 (stereo not given),-7,5%,7,2.4,1%,3%,-10%,-7,6%
CCNC(=O)c1ccccc1NC(=O)c1cccc(S(=O)(=O)N2CCC(C)CC2)c1,18,0%,0,0.4,2%,-1%,?,1,-16%
Cc1[nH]nc2c1C(CC(C)C)C(C#N)=C(N)O2 (stereo not given),-20,17%,5,2.6,0%,-10%,-1%,4,-3%
CC1CCN(CCOCCSc2ccc(Cl)cc2)CC1,-5,-11%,-110*,-4.4,-7%,-15%,?,-4,11%
COC(=O)CN(c1ccccc1F)S(=O)(=O)c1ccc(C)cc1,5,20%,-11,-0.3,-1%,-9%,-24%,-3,-27%
COc1ccc(C(C(=O)NC(C)(C)C)N(C[C@H]2CC[C@@H]([C@@H]3CC[C@H](CO)O3)O2)C(=O)c2ccccc2)cc1 (stereo not given in full),0,1%,0,-0.9,-5%,-7%,9%,15,1%
CCOC(=O)c1cnc(-n2nc(C)cc2C)nc1NNc1nc(-c2ccccc2)cc(-c2ccccc2)n1,-7,1%,-6,-0.4,0%,-19%,23%,3,2%
Cc1cc(C)n(-c2ccc(NC(=O)C3CCN(Cc4ccccn4)CC3)cc2)n1,7,-2%,-16,-2.1,-6%,-16%,-28%,-1,9%
COc1cc(OC)c(C2N(c3cc(C)on3)C(=O)C3CCCN32)cc1OC (stereo not given),nt,5%,-27,1.0,-12%,-7%,1%,-4,4%
O=C(O)c1ccc(N/N=C/c2cc3cc4c(cc3nc2Cl)OCCO4)cc1,-17,97%[activator],-16,-2.3,-1%,-16%,?,-3,-25%
O=C(NCC1CCCN1S(=O)(=O)c1ccccc1)C(=O)NC1CC1 (stereo not given),-8,3%,25,-0.7,5%,-12%,3%,4,16%
O=C(Cn1nc(-c2cccc(Cl)c2)ccc1=O)NCC1COCCO1 (stereo not given),-1,-7%,12,-1.2,4%,-4%,7%,5,-1%
CN1C(=O)CSc2ccc(NC(=O)NCc3cccnc3)cc21,nt,8%,5,-0.9,-3%,-10%,16%,8,-6%
Oc1ccc(/C=N/Nc2ccccc2)cc1,-21,-1%,2,-0.5,4%,-24%,?,-1,-7%
C[C@H](CO)N1C[C@H](C)[C@@H](CN(C)C(=O)Nc2ccc(F)cc2)Oc2ncc(-c3ccc(F)cc3)cc2C1=O,0,-15%,35,-0.9,7%,-7%,-21%,-1,3%
CC1CCCC(NC(=O)COC(=O)[C@@H](NC(=O)c2ccc(F)cc2)C(C)C)C1C (stereo not given in full),4,8%,8,-0.9,12%,6%,?,2,-19%
COc1ccc(C(=O)N2CCc3c([nH]c4ccccc34)C2C(F)(F)F)cc1 (stereo not given),6,-4%,0,-0.7,9%,-3%,?,2,-11%
CCC(=O)NC(NC(=S)Nc1cccc2cccnc12)C(Cl)(Cl)Cl (stereo not given),-5,5%,-9,-3.4,-1%,1%,?,-14,-23%
O=C(COC(=O)Cc1ccccc1[N+](=O)[O-])Nc1nnc(-c2ccccc2)o1,-3,-14%,0,1.4,1%,-8%,18%,6,?
CCOC(=O)N1CCN(C(=O)Cc2c(C(=O)O)n(C)c3ccccc23)CC1,-6,-4%,25,1.1,-2%,-16%,13%,-2,-12%
Cc1ncc(CO)c(CNc2ccc(Oc3ccccc3)cc2)c1O,-2,-2%,20,-1.7,-4%,7%,-50%,2,-3%
O=[N+]([O-])c1cnn(-c2nc(-c3ccccc3)cc(C(F)(F)F)n2)c1,-1,11%,-24,0.7,15%,-19%,14%,1,13%
O=C(NCc1n[nH]c(=S)n1-c1ccccc1)c1ccc(S(=O)(=O)N2CCCCC2)cc1,0,16%,3,-0.5,-3%,?,36%[activator],1,0%
CCOC(=O)C1CCN(C(=O)CN(c2ccc(OC)c(OC)c2)S(=O)(=O)c2ccccc2)CC1,1,-6%,5,1.5,7%,-4%,0%,5,-3%
Cc1ccc(CSCC(=O)Nc2ccccc2C(=O)O)cc1,-4,4%,196,-0.5,-4%,3%,?,13,0%
O=C(Nc1nnc(SCc2ccc(F)cc2)s1)c1ccco1,-11,51%[activator],-17,0.0,-2%,-17%,8%,-11,-1%
COc1cccc(C2C3=C(N=c4s/c(=C\c5cccc(O)c5)c(=O)n42)c2ccccc2CC3)c1OC (stereo not given),11,15%,6,0.3,-6%,3%,-11%,-14,-9%
COc1cc(C(=O)NNC(=O)CCOc2ccccc2)cc(OC)c1OC,5,-7%,31,1.3,-1%,-8%,-2%,-11,0%
CCCC(=O)Nc1cc(OC)c(NC(=S)Nc2cccc(C)c2)cc1OC,-8,-20%,2,-2.7,-5%,-8%,-13%,-2,6%
Cc1cc(Br)ccc1NC(=O)C1C2CCC(O2)C1C(=O)O (stereo not given),5,-7%,-3,-0.3,9%,-12%,-8%,-5,7%
O=C(Nc1ccnn1C1CCN(C(=O)c2ccc(F)cc2)CC1)C1CCOC1 (stereo not given),4,-2%,3,-1.6,11%,0%,14%,14,-21%
Cc1ccc2cc(C#N)c(NCCCNC(=O)C3CCCO3)nc2c1 (stereo not given),nt,72%[activator],17,-2.0,-1%,-2%,0%,-2,7%
Cn1c(NC(=O)c2ccc(Cl)cc2)c(-c2ccccn2)c(=O)c2ccccc21,nt,5%,-14,-1.4,-2%,-11%,13%,3,-24%
CC(C)[C@H](NC(=O)c1ccccc1)C(=O)OCC(=O)N1CC(=O)Nc2ccccc21,-6,0%,-20,1.5,0%,-6%,-3%,9,1%
COCCn1nnnc1C(c1ccc(Cl)cc1)N1CCSCC1 (stereo not given),nt,-1%,9,-1.0,5%,2%,-9%,4,-8%
COC(=O)C(Cc1ccccc1)NC(=O)CSc1nc(N)cc(=O)[nH]1 (stereo not given),-10,-22%,-2,0.0,-2%,-5%,3%,-15,-4%
Cc1ccc(F)c(S(=O)(=O)NC(=O)C2(C)CCN2C(=O)Cc2cccs2)c1 (stereo not given),2,3%,46,0.2,-2%,-7%,11%,-1,3%
O=C(NCc1ccco1)C1CCCN1C(=O)Nc1ccc(Cl)cc1 (stereo not given),-30,13%,-2,-1.0,-1%,12µM*,4%,1,-4%
COc1cccc2cc(C(=O)CC3(O)C(=O)N(Cc4ccccc4)c4ccccc43)c(=O)oc12 (stereo not given),nt,-14%,-4,-1.2,-6%,-6%,-9%,0,-3%
C=CCNC(=S)N/N=C(\C)c1ccccn1,nt,-32%,-90*,-3.1,0%,-10%,0%,-8,3%
O=C(C1CCCC1)N1CCN(S(=O)(=O)c2ccc(F)cc2)CC1,-1,-10%,-2,-0.2,7%,5%,?,-4,4%[57.1 µM]
